Source: PubChem BioAssay
Ecoli viability – reduces bacterial viability in AddAB counter-screen; AID 449728; 0.27% of 330,000 active; E. coli V3065 growth, OD600 absorbance, 18 h; inhibition, % at 11.9 µM;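 active = inhibition above the campaign's mean inhibition across all tested compounds plus 3 SD, cut at about 9.9% in these data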;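 note: uninfected addAB+ strain grown without phage in ampicillin broth; 0% = DMSO wells and 100% = ciprofloxacin 0.95 µg/ml wells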
PKA-R1A activ – activates the PKA-R1A holoenzyme complex. PKA-R1A dissociation, Cy5-IP20 fluorescence polarization; scaled: DMSO 0%, 113 µM cGMP 100%. activation, % at 11.4 µM. 0.083% of 340,000 active. AID 504707;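 active = percent activation above the mean of all tested compounds plus 3 SD, cut at about 19% in these data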;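 note: higher means more PKAc released from R1A so a rise in polarization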
HTR5A inv ctr – HTR5A inverse agonism, opioid heterodimer counter-screen | 0.083% of 340,000 active | AID 504634 | inhibition, % at 9.3 µM | HTR5A cell line, luminescence; in the data active = inhibition mostly above about 23%, no sharp cut-off; inactive = mostly below about 18%;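 note: 0% = cells with DMSO and 100% = no-cell wells with DMSO; some compounds called inactive have numbers as strong as hits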
Target sequence (P47898 whole entry, looked up): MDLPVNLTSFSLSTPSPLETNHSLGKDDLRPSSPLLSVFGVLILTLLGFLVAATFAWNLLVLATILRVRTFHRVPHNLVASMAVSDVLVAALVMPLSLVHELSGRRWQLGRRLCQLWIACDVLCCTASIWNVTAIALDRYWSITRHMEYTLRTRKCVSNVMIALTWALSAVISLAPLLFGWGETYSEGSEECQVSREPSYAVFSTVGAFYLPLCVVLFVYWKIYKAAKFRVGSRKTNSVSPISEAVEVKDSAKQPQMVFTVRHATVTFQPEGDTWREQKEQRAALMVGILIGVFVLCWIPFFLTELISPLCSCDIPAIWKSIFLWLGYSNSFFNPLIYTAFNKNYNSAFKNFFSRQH
HTR5A ag – activates human HTR5A in OPRM1-OPRD1 agonist counter-screen | activation, % at 9.3 µM | HTR5A agonist assay, luminescence, cell-based | AID 504692 | 0.61% of 340,000 active; in the data active = activation mostly above about 9.5%, no sharp cut-off; inactive = mostly below about 7.6%;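 note: 0% = cells with vehicle only and 100% = reference agonist; strong numbers were not always called active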
AddAB inh – less growth of phage-infected E. coli with AddAB; E. coli expressing H. pylori AddAB, absorbance growth; 0.29% of 330,000 active; inhibition, % at 11.9 µM; in the data active = inhibition above about 12%;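 note: 0% = vehicle wells of infected cells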
PfHsp90 set2 – inhibits growth of yeast expressing Plasmodium falciparum Hsp90; AID 504621; 0.32% of 310,000 active; inhibition, % at 9.4 µM; S. cerevisiae expressing PfHsp90, BacTiter-Glo ATP, 48 h; yeast lacking PDR1 and PDR3 efflux regulators;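 active = every replicate shows inhibition above about 80%, whatever the replicate mean, limit read from the data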;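 note: 0% = DMSO neutral controls and 100% = 20 µM radicicol positive controls; yeast relying on Plasmodium falciparum Hsp90 in place of its own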
phage Ecoli inh – E. coli growth loss with phage present; inhibition, % at 11.9 µM; 0.26% of 360,000 active; growth absorbance; in the data active = inhibition above about 11%
Mot1-301 SUMO – inhibitors of SUMOylation pathway: yeast Mot1-301 growth rescue | AID 2716 | S. cerevisiae Mot1-301 growth rescue, ATP luminescence, 38.5C; percent above DMSO median, 100 means doubled | growth rescue, % at 18.8 µM | 1% of 320,000 active;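 active = every valid replicate shows activation above 250% relative to neutral control wells; inactive = the rest, any valid replicate at or below 250%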;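 note: OY570 slx delta 5 strain wells were the positive control but not used for scaling; some compounds called inactive have numbers as strong as hits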
MOR-DOR inv ag – inverse agonists of human mu-delta opioid receptor heterodimerization | P35372+P41143 | cell-based MOR-DOR heterodimer luminescence, inverse agonism | inhibition, % at 9.3 µM | 0.21% of 340,000 active | AID 504357; in the data active = inhibition above about 22%, passing the limit was not always enough;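 note: 0% = cells with DMSO and 100% = wells without cells with DMSO; values of inactives mirror those of a sister screen read the other way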
DSG3 Ab inh – inhibitors of pemphigus antibody binding to human desmoglein-3 | P32926 | DSG3-coupled beads, scFv-anti-DSG3-GFP binding, flow cytometry; hits give low values | binding (percent of control), % at 10 µM | 0.48% of 310,000 active;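 active = binding more than 3 SD below its plate's average and above zero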;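 note: hits lower antibody fragment binding to DSG3; some compounds called inactive have numbers as strong as hits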
OPRM1-OPRD1 ag – OPRM1-OPRD1 heterodimerization agonism; cells, luminescence; 0.3% of 340,000 active; AID 504326; activation, % at 9.3 µM; P35372+P41143; in the data active = activation above about 18%;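 note: 0% = vehicle-treated cells and 100% = reference agonist; values of inactives mirror those of a sister screen read the other way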
* hit, by the source's call; x = not tested or not shown; + = active, no number.

[1] CC(=O)N/C(=N\c1nc(C)cc(C)n1)Nc1ccc(Cl)cc1Cl
[2] Cc1csc(NC(=O)c2ccoc2C)n1
[3] COc1ccc(CN2CCC(n3nccc3NC(=O)CCc3ccccc3)CC2)c(C)c1C
[4] O=C(CSc1ccc(Br)cc1)N1CCOCC1
[5] Cc1cc(=O)[nH]c(N2CCOCC2)n1

Assay by compound	1	2	3	4	5
Ecoli viability	0.0	1.1	x	-0.5	-0.9
PKA-R1A activ	-8	-4	-11	1	x
HTR5A inv ctr	0	7	-2	0	x
HTR5A ag	0	-4	-1	0	x
AddAB inh	-1.9	1.5	x	-1.8	0.9
PfHsp90 set2	14	26	-1	-7	11
phage Ecoli inh	0.2	0.6	1.8	2.3	2.5
Mot1-301 SUMO	0	421	x	-12	13
MOR-DOR inv ag	8	7	-117	12	x
DSG3 Ab inh	98	124	x	110	100
OPRM1-OPRD1 ag	-1.8	-1.3	23*	-2.6	x

[6] COc1ccc(N2CCN(C(=S)Nc3ccccc3OC)CC2)cc1
[7] COC(=O)Nc1c(C)nn(Cc2ccccc2C)c1C
[8] C#CCOCCOCCOCCNc1nc(N2CCN(C(=O)Cn3cc(CCCN=C(N)N)nn3)CC2)nc(N2CCN(C(=O)[C@H]([C@@H](C)O)n3cc(CCCCN)nn3)CC2)n1
[9] COC(=O)c1c(SCC(=O)Nc2ccc(C)cc2)nc(=O)[nH]c1C
[10] COC(=O)c1ccc(N2C(=O)CC(NCc3ccccc3)C2=O)cc1 (configuration not stated)

Assay by compound	6	7	8	9	10
Ecoli viability	-1.2	-0.7	-2.0	0.9	0.9
PKA-R1A activ	3	0	-10	-3	-2
HTR5A inv ctr	-6	-29	-16	15	16
HTR5A ag	2	6	2	2	-3
AddAB inh	1.3	1.6	0.4	1.7	0.0
PfHsp90 set2	5	0	15	9	20
phage Ecoli inh	2.4	x	0.4	2.5	2.7
Mot1-301 SUMO	0	-12	12	5	+
MOR-DOR inv ag	7	0	-5	4	3
DSG3 Ab inh	110	100	113	99	107
OPRM1-OPRD1 ag	-1.3	0.0	0.9	-0.8	-0.7

Exported with values under each structure: entries from further up.
Results follow in this order: Ecoli viability, PKA-R1A activ, HTR5A inv ctr, HTR5A ag, AddAB inh, PfHsp90 set2, phage Ecoli inh, Mot1-301 SUMO, MOR-DOR inv ag, DSG3 Ab inh, OPRM1-OPRD1 ag
7: COC(=O)Nc1c(C)nn(Cc2ccccc2C)c1C
 : -0.7, 0, -29, 6, 1.6, 0, x, -12, 0, 100, 0.0
10: COC(=O)c1ccc(N2C(=O)CC(NCc3ccccc3)C2=O)cc1 (configuration not stated)
 : 0.9, -2, 16, -3, 0.0, 20, 2.7, +, 3, 107, -0.7
9: COC(=O)c1c(SCC(=O)Nc2ccc(C)cc2)nc(=O)[nH]c1C
 : 0.9, -3, 15, 2, 1.7, 9, 2.5, 5, 4, 99, -0.8
6: COc1ccc(N2CCN(C(=S)Nc3ccccc3OC)CC2)cc1
 : -1.2, 3, -6, 2, 1.3, 5, 2.4, 0, 7, 110, -1.3

Additional entries.
[11] COc1c(C)cc(C(=O)C2CCCN(C(=O)c3cc(C)on3)C2)cc1C (configuration not stated)
[12] O=C(COC(=O)c1nc(-c2ccccc2)n(-c2cccc(C(F)(F)F)c2)n1)NCc1cccs1
[13] Cc1cc(=O)n2nc(N3CCCC3C(=O)NCc3ccccn3)sc2n1 (configuration not stated)
[14] O=C(Nc1ccc(N2CCOCC2)cc1)c1cc2ccccc2o1
[15] CCOC(=O)C1CCN(S(=O)(=O)c2ccc(OC)c(Cl)c2)CC1

Assay by compound	11	12	13	14	15
Ecoli viability	-1.9	-2.9	2.5	1.2	0.7
PKA-R1A activ	2	-6	-10	9	-5
HTR5A inv ctr	4	3	-13	-11	0
HTR5A ag	-4	2	-6	4	0
AddAB inh	1.5	1.0	-0.2	-1.1	4.4
PfHsp90 set2	-1	22	-7	-11	-5
phage Ecoli inh	1.7	2.8	3.6	3.1	2.2
Mot1-301 SUMO	-10	7	24	15	-14
MOR-DOR inv ag	4	-2	0	-11	4
DSG3 Ab inh	x	93	109	109	77
OPRM1-OPRD1 ag	-0.8	0.4	0.0	2.1	-0.8

[16] O=C(CN1C(=O)C2CC=CCC2C1=O)Nc1nccs1 (configuration not stated)
[17] Cc1ccc(S(=O)(=O)Oc2ccccc2/C=N/NC(=O)c2c(Cl)cnn2C)cc1
[18] COc1ccc(CNC(=O)COc2cc(O)c3c(c2)OC(C)(C)CC3=O)cc1
[19] Cc1cc2c(cc1C)CSC(c1ccc3ccccc3c1O)SC2
[20] CN1C(=O)C(C)(C)c2cc(S(=O)(=O)N3CCC(C(=O)NCc4ccc(F)cc4)CC3)ccc21

Assay by compound	16	17	18	19	20
Ecoli viability	2.2	-1.3	2.2	-1.2	1.2
PKA-R1A activ	-12	-8	-8	-9	-8
HTR5A inv ctr	-9	-26	6	11	-2
HTR5A ag	0	0	7	-4	1
AddAB inh	2.8	1.8	1.3	0.9	2.4
PfHsp90 set2	46	42	-8	x	-28
phage Ecoli inh	1.2	1.9	-1.1	1.1	0.9
Mot1-301 SUMO	-15	-2	-24	-11	-10
MOR-DOR inv ag	8	2	6	8	4
DSG3 Ab inh	96	107	x	x	103
OPRM1-OPRD1 ag	-1.8	-0.3	-1.3	-1.4	-0.6

[21] CCOC(=O)/C(C#N)=C/c1cn(CCC(=O)O)nc1-c1ccc(Cl)cc1
[22] O=C(NC12CC3CC(CC(C3)C1)C2)N(Cc1ccccc1)Cc1ccncc1
[23] O=C(C1CCC(CNc2c(N3CCCCC3)c(=O)c2=O)CC1)N1CCc2ccccc2C1 (configuration not stated)
[24] Cc1ccc(NC(=O)CN(C)S(=O)(=O)c2ccc(Cl)s2)c(O)c1
[25] O=C(NCCc1ccc(F)cc1)Nc1ccc2c(c1)OCO2

Assay by compound	21	22	23	24	25
Ecoli viability	1.8	-0.2	x	0.5	1.3
PKA-R1A activ	-6	-14	-14	-1	2
HTR5A inv ctr	-14	18	4	15	-1
HTR5A ag	-1	-1	-1	-2	0
AddAB inh	2.7	0.5	x	2.1	3.5
PfHsp90 set2	12	x	5	x	7
phage Ecoli inh	0.9	-1.0	-0.1	1.7	4.6
Mot1-301 SUMO	40	104	x	45	55
MOR-DOR inv ag	1	-22	14	8	11
DSG3 Ab inh	104	119	100	105	89
OPRM1-OPRD1 ag	-0.2	4.2	-2.7	-2.0	-2.5

Record cards, as listed above. Order of screens: Ecoli viability	PKA-R1A activ	HTR5A inv ctr	HTR5A ag	AddAB inh	PfHsp90 set2	phage Ecoli inh	Mot1-301 SUMO	MOR-DOR inv ag	DSG3 Ab inh	OPRM1-OPRD1 ag
Profile of `Cc1ccc(NC(=O)CN(C)S(=O)(=O)c2ccc(Cl)s2)c(O)c1` : 0.5	-1	15	-2	2.1	x	1.7	45	8	105	-2.0
Profile of `O=C(NC12CC3CC(CC(C3)C1)C2)N(Cc1ccccc1)Cc1ccncc1` : -0.2	-14	18	-1	0.5	x	-1.0	104	-22	119	4.2

Structures listed so far that bear a hit mark in OPRM1-OPRD1 ag:
# | molecule | PKA-R1A activ | AddAB inh | PfHsp90 set2 | phage Ecoli inh | Mot1-301 SUMO | MOR-DOR inv ag | DSG3 Ab inh | OPRM1-OPRD1 ag
3 | COc1ccc(CN2CCC(n3nccc3NC(=O)CCc3ccccc3)CC2)c(C)c1C | -11 | x | -1 | 1.8 | x | -117 | x | 23*

Next section.
[26] CS(=O)(=O)N(CC(=O)NCCSc1ccccc1)c1ccc2c(c1)OCO2
[27] CN(c1ccccc1)S(=O)(=O)c1ccc(C(=O)NNC(=O)c2ccccc2F)cc1
[28] CC1CCCN(C(=O)c2ccc(NS(=O)(=O)c3cccc([N+](=O)[O-])c3)cc2)C1 (configuration not stated)
[29] COc1ccccc1C(=O)CSc1nnc(-c2ccco2)o1
[30] CCOc1ccc(NC(=O)c2ccc3c(SCC(=O)O)c4c(nc3c2)CCCC4)cc1

Assay by compound	26	27	28	29	30
Ecoli viability	2.0	0.5	1.3	1.7	-1.9
PKA-R1A activ	7	3	-1	-7	-3
HTR5A inv ctr	-3	7	18	12	-7
HTR5A ag	-3	-3	-2	-4	3
AddAB inh	1.0	0.4	-2.4	0.8	-0.6
PfHsp90 set2	-13	1	3	-5	-6
phage Ecoli inh	1.4	2.4	1.9	3.2	2.7
Mot1-301 SUMO	478	x	-1	114	-3
MOR-DOR inv ag	0	-10	12	8	10
DSG3 Ab inh	108	86	99	103	99
OPRM1-OPRD1 ag	0.0	2.3	-2.4	-1.8	-1.8

[31] CN(C)S(=O)(=O)c1ccc(C(=O)OCCCN=C2NS(=O)(=O)c3ccccc32)cc1
[32] CN(CC1CCCO1)S(=O)(=O)c1ccc(C(=O)Nc2ccc(F)cc2)cc1 (configuration not stated)
[33] O=C(NN=Cc1ccc(N2CCOCC2)cc1)c1cc2ccccc2cc1O
[34] CCN1C(=O)/C(=C/C=C2\C=CN(CC)c3ccccc32)SC1=S
[35] Cc1ccc(C(=O)N2CCc3ccccc32)cc1[N+](=O)[O-]

Assay by compound	31	32	33	34	35
Ecoli viability	-0.4	-2.6	0.5	-1.6	1.4
PKA-R1A activ	16	-4	-3	5	-9
HTR5A inv ctr	-3	-1	4	-6	1
HTR5A ag	1	0	-6	4	0
AddAB inh	2.8	0.2	0.5	4.8	2.7
PfHsp90 set2	4	-15	0	32	6
phage Ecoli inh	2.4	3.2	2.4	1.5	1.7
Mot1-301 SUMO	15	8	13	60	14
MOR-DOR inv ag	6	4	7	-17	10
DSG3 Ab inh	106	109	x	91	100
OPRM1-OPRD1 ag	-1.2	-1.2	-1.9	3.3	-2.1

[36] CC(=O)NC(Cc1cccc(C)c1)C(=O)NC1CCN(C(=O)NCc2ccccc2)CC1 (configuration not stated)
[37] CSC(=Nc1ccccc1)C(C#N)c1nc2ccccc2[nH]1 (configuration not stated)
[38] COc1ccc(/C(C)=N/NC(=O)CNC(=O)c2ccncc2)c(OC)c1
[39] COc1cc(C(=O)OC(C)C(=O)N2CCc3ccccc3C2)ccc1OCC(=O)N1CCOCC1 (configuration not stated)
[40] Cc1ccc(NC(=O)Cc2nnc(SCC(=O)NC3CCCC3)n2C)c(C)c1

Assay by compound	36	37	38	39	40
Ecoli viability	x	0.3	2.6	-0.2	0.6
PKA-R1A activ	1	3	-9	4	-7
HTR5A inv ctr	-7	4	-11	-34	-5
HTR5A ag	-1	-3	1	4	-2
AddAB inh	x	-0.2	6.9	2.0	0.4
PfHsp90 set2	-18	-19	-7	-20	7
phage Ecoli inh	-0.8	3.5	-0.8	1.3	-0.5
Mot1-301 SUMO	x	-2	3	18	9
MOR-DOR inv ag	12	-20	5	21	-10
DSG3 Ab inh	x	112	x	104	102
OPRM1-OPRD1 ag	-2.3	3.7	-1.0	-3.6	1.3
